Source: PubChem BioAssay (National Center for Advancing Translational Sciences (NCATS))
D1 PAM = Potentiators of Human D1 Dopamine Receptor: qHTS | AID 504651, 2011 | 360,000 compounds, 0.036% hits | potentiation, % at 10 µM | D(1A) dopamine receptor (Homo sapiens), P21728 | HEK293 TREx D1 cells, calcium flux, dopamine EC20 potentiation; in the data active means potentiation above about 30%; further: 0% is about no effect
Target sequence (P21728 whole entry, looked up): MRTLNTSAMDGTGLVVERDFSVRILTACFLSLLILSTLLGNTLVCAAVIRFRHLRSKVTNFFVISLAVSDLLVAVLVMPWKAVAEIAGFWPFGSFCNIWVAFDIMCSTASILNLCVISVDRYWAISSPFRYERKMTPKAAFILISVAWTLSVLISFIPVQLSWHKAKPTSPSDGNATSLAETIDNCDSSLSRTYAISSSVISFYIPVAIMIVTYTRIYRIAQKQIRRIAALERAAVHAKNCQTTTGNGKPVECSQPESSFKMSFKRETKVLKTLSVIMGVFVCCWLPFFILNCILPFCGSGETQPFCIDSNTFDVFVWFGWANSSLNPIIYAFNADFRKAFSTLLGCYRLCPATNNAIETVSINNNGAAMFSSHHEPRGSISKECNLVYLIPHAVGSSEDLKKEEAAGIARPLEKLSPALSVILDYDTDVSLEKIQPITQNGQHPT
RXFP1 antagonist = qHTS Assay for Antagonists of the Relaxin Receptor RXFP1; Relaxin receptor 1 (Homo sapiens), Q9HBX9; HEK293-RXFP1, relaxin-stimulated cAMP HTRF, 30 min; hits give low values; activity change, negative = inhibition, % at 57.5 µM; 350,000 compounds, 0.59% hits; AID 1259400, 2018;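 active means activity change of -60% or lower, but not beyond a set lower limit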; further: on the % scale 0 is the no-effect control and ±100 the full control effect
D2 agonist = HTS Assay for Allosteric Agonists of the Human D2 Dopamine Receptor: Primary Screen for Agonists | D(2) dopamine receptor (Homo sapiens), P14416 | HEK293 T-REx D2 cells, calcium flux agonist mode | activation, % at 2 µM | 340,000 compounds, 0.53% hits;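 active means activation over 3 SD above normal in the single-dose calcium agonist read, cut at about 30% in these data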; further: 0% is about no effect
Target sequence (P14416 whole entry, looked up): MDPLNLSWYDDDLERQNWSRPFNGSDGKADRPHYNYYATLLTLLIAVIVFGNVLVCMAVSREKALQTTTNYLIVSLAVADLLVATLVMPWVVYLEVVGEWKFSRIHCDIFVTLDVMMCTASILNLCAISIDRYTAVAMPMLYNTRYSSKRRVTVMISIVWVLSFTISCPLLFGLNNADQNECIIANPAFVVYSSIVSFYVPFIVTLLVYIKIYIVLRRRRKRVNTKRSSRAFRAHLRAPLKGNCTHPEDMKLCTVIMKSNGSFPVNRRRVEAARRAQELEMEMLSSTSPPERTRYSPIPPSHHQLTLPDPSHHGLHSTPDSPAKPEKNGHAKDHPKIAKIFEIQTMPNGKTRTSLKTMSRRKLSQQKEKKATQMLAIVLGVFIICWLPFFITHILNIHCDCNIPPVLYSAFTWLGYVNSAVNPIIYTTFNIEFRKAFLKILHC
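In this primary screen, compounds producing a positive calcium signal within 180 s of addition to tetracycline-induced, force-coupled HEK293 Trex D2 cells are flagged; cells are dye-loaded with a no-wash calcium kit beforehand.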
D2 antag = HTS Assay for Allosteric Antagonists of the Human D2 Dopamine Receptor: Primary Screen for Antagonists. D(2) dopamine receptor (Homo sapiens), P14416. HEK293 TREx D2 cells, calcium flux, dopamine EC80. inhibition, % at 10 µM. 340,000 compounds, 2% hits; in the data active means inhibition above about 30%; further: 0% is about no effect
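Measurement of antagonist activity uses fluorescent calcium dye in inducible HEK293 T-REx D2 cells: 10 s baseline, compound addition with 180 s read, EC80 dopamine addition with a further 180 s read.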
D1 agonist = Allosteric Agonists of the Human D1 Dopamine Receptor: qHTS; D(1A) dopamine receptor (Homo sapiens), P21728; HEK293 T-REx D1 cells, calcium flux, agonist mode; activation, % at 2 µM; 360,000 compounds, 1% hits; AID 504660, 2011; in the data active means activation above about 30%; further: 0% is about no effect
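Inducible HEK293 T-REx D1 cells, force-coupled to calcium signalling, were plated at 4000 cells/well with tetracycline and held overnight at 30 C. After no-wash calcium dye loading, compound-evoked calcium rise over 180 s flagged agonists.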
D1 antag = Antagonist of Human D 1 Dopamine Receptor: qHTS; D(1A) dopamine receptor (Homo sapiens), P21728; HEK293 TREx D1 cells, calcium flux, dopamine EC80; hits give low values; activity change, negative = inhibition, % at 10 µM; 360,000 compounds, 3.2% hits; in the data active means activity change below about -30%; further: on the % scale 0 is the no-effect control and ±100 the full control effect
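HEK293 T-REx cells expressing inducible, force-coupled D1 receptor; no-wash Ca dye, 30–90 min RT. Cmpd → 180 s read at 1 Hz → EC80 DA → 180 s read.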
RXFP1 ag = qHTS Assay for Agonists of the Relaxin Receptor RXFP1 | Relaxin receptor 1 (Homo sapiens), Q9HBX9 | HEK293T-RXFP1 cAMP TR-FRET, 30 min; response scale: percent of porcine relaxin response, buffer zero | Potency, µM (highest dose often 57.5 µM), for the others: top-dose activation, most hits filed as activators | 370,000 compounds, 0.3% hits; active means well fitted activation curve with a large enough effect; further: potency means the concentration at half of the fitted maximal effect; on the % scale 0 is the no-effect control and ±100 the full control effect; nearly all actives have a fitted effect of over 60% in size; many of its hits are not listed in these tables
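HEK293 cells stably expressing RXFP1, treated 30 min at 37C with compounds plus PDE4 inhibitor Ro 20174; cAMP measured by HTRF TR-FRET. Normalized to buffer and 29 nM porcine relaxin; EC50 by Hill fit.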
TRHR PAM = qHTS for Small Molecule Agonists and Allosteric Enhancers of Human TRH Receptor: Primary Screen for Enhancers; Thyrotropin-releasing hormone receptor (Homo sapiens), P34981; TRHR cells, fluo-8 calcium fluorescence, EC20 TRH enhancement; enhancement, % at 2 µM; 360,000 compounds, 0.66% hits; AID 493056, 2011; in the data active means enhancement above about 30%; further: 0% is about no effect
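TRHR-expressing cells loaded with fluo-8 calcium dye were read kinetically (ex 480/em 530) during compound addition, then stimulated with an EC20 of TRH (10 nM final). Enhancement of the Gq-mediated intracellular calcium response was scored.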
D2 PAM = HTS Assay for Positive Allosteric Modulators of the Human D2 Dopamine Receptor: Primary Screen for Potentiators | D(2) dopamine receptor (Homo sapiens), P14416 | HEK293 T-REx D2, calcium flux, EC20 dopamine potentiation | potentiation, % at 10 µM | 340,000 compounds, 0.34% hits;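 active means potentiation over 3 SD above the plate norm, cut at about 30% in these data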; further: 0% is about no effect
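Potentiation of an EC20 dopamine calcium response measured kinetically over 180 s, after a preceding 180 s compound-only read flagging agonists. Cells: inducible Hek293 Trex D2 line, 4000/well, cultured overnight at 30 C before dye loading.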
Starred values were filed as active, the others as inactive; . = not tested or not shown. These rows are one share of the data; count on the stated rates, not on these rows.

nr	smiles	D1 PAM	RXFP1 antagonist	D2 agonist	D2 antag	D1 agonist	D1 antag	RXFP1 ag	TRHR PAM	D2 PAM
1	Cc1cc(NC(=O)CSc2nc3ccccc3n2CC(=O)N2CCCCC2)no1	-0.8	9.4	0.2	-2.8	-3.1	3.5	-1.1%	7.1	23.4
2	O=C(COC(=O)CCC(NC(=O)OCc1ccccc1)C(=O)OCC(=O)Nc1ccccc1)Nc1ccccc1 (configuration not stated)	-5.0	-9.7	0.6	-9.8	6.3	-14.3	-0.4%	-4.6	-5.1
3	O=[N+]([O-])c1cccc(S(=O)(=O)c2ccc(N3CCCCC3)c([N+](=O)[O-])c2)c1	-4.3	-3.8	0.8	3.0	0.3	-2.1	1.4%	-1.7	-2.8
4	COc1cccc(NC(=S)/C(=C(\[O-])c2ccc(C)c([N+](=O)[O-])c2)[n+]2ccccc2)c1	0.0	-0.4	0.4	-4.3	1.2	-6.2	2.9%	-3.9	-3.7
5	CCCCC[n+]1cccc2c3ccccc3ccc21	-15.2	2.8	-1.6	-6.3	4.3	37.9	10.7%	1.2	8.0
6	CCOc1cc(/C=C(/C#N)c2nc3ccccc3[nH]2)ccc1Oc1ccc([N+](=O)[O-])cn1	-1.0	-16.9	-0.3	-1.2	3.9	-5.1	0.1%	7.2	-6.1
7	CCOC(=O)N1CCN(CC(O)COc2ccc(C)cc2C(C)(C)C)CC1 (configuration not stated)	-3.8	-13.3	-0.4	5.2	3.9	2.2	3.5%	-6.4	-22.6
8	Cc1ccc(NC2CCCN(C(=O)c3cn4cccc(C)c4n3)C2)cc1C (configuration not stated)	-0.1	-7.6	-0.1	3.7	2.3	-4.4	2.1%	-0.8	11.7
9	CC(Oc1cc(C(F)(F)F)cc(C(F)(F)F)c1)C(=O)NC(N)=O (configuration not stated)	1.8	9.4	0.0	23.3	2.0	0.7	0.1%	-0.2	-7.0
10	Cc1ccc(S(=O)(=O)N2CCCCC2)cc1C(=O)NCCC1=CCCCC1	-4.2	1.9	-1.3	13.7	0.6	-10.7	0.0%	-10.1	-0.2

(further entries)
nr	smiles	D1 PAM	RXFP1 antagonist	D2 agonist	D2 antag	D1 agonist	D1 antag	RXFP1 ag	TRHR PAM	D2 PAM
11	CSCC[C@H](NC(=O)OC(C)(C)C)C(=O)N/N=C/c1cccc2cccnc12	-1.1	-36.4	0.1	-3.4	2.2	8.0	0.3%	4.1	10.2
12	O=C(N/N=C\c1ccc(-c2ccc([N+](=O)[O-])cc2)o1)C1COc2ccccc2O1 (configuration not stated)	-5.2	-9.3	0.2	-34.2	24.1	-12.9	3.1%	11.8	13.2
13	Cc1ccccc1CNC(=O)CCc1ccccc1	0.5	13.0	.	.	0.1	-13.1	3.4%	-1.5	.
14	Cc1cc(C(=O)OCC(=O)c2ccc3c(c2)OCCO3)c(C)o1	0.3	5.4	3.6	19.0	4.6	11.7	-1.3%	4.1	8.4
15	CN(C)c1ccc([N+](=O)[O-])cc1C(=O)O	3.4	-6.0	0.1	1.4	2.6	-4.3	-2.5%	6.4	12.6
16	O=C(/C=C\c1ccco1)NC(=S)Nc1ccccc1O	2.9	7.8	-0.8	2.3	3.1	25.6	-1.0%	-6.5	-5.7
17	CSc1ccc(CCNc2ncnc3onc(C)c23)cc1	-8.7	-9.9	0.2	.	35.4*	-50.5*	-2.6%	21.6	-0.3
18	CC(=O)Nc1ccc(S(=O)(=O)c2ccc(N)cc2)cc1N	-2.5	.	0.0	12.5	0.7	-26.8	0.0%	2.7	5.4
19	CC(=O)c1cc(C#N)c(SCc2ccc(F)cc2)nc1C	-4.5	-10.7	-0.9	20.4	4.6	-16.5	11.9%	-2.3	6.5
20	O=C(OCc1ccccc1)c1cc(S(=O)(=O)N2CCCCC2)ccc1N1CCOCC1	-8.6	-5.5	-0.2	8.9	2.8	12.4	0.3%	-3.2	-0.7

Remaining list, next part:
nr	smiles	D1 PAM	RXFP1 antagonist	D2 agonist	D2 antag	D1 agonist	D1 antag	RXFP1 ag	TRHR PAM	D2 PAM
21	N#Cc1cccnc1N1CCC(C(N)=O)CC1	-1.3	-0.5	1.0	6.2	0.1	2.5	4.7%	-2.8	0.6
22	CCOc1ccc(N(C(C)C(=O)NC2CCCCCC2)S(C)(=O)=O)cc1 (configuration not stated)	-1.6	8.9	-0.4	-1.2	1.7	-5.8	-1.9%	-6.6	-1.5
23	COc1cccc(-c2cccc(NC(=O)C3CCN(Cc4cnn(C)c4)CC3)c2)c1	-1.7	-6.3	-0.5	9.1	5.7	-25.2	0.4%	-8.5	-16.1
24	COc1ccc(CC(=O)Nc2cccc(S(=O)(=O)N3CCOCC3)c2)cc1OC	.	-7.0	-0.9	-5.5	13.7	-1.5	-0.8%	10.6	4.7
25	C=CCC1(C)C(=O)N(c2ccccc2)c2ccccc21 (configuration not stated)	-0.4	-4.4	-5.7	-10.5	5.9	2.2	0.5%	-3.8	-1.4
26	COc1cccc(CNC(=O)CCSCc2ccccc2F)c1	-6.2	-10.9	-0.4	-11.8	0.8	-14.1	-1.5%	-3.6	-1.9
27	CCc1ccc(/C=C(/C#N)c2nc(-c3ccc(C)cc3)cs2)cc1	-0.8	.	.	.	7.6	-29.8	1.6%	-8.2	-3.3
28	CC(=O)c1ccccc1OC(=O)c1ccc([N+](=O)[O-])o1	0.1	-1.8	0.1	-25.4	4.1	8.2	0.1%	3.8	6.4
29	COC(=O)CCC(=O)OC1(C)C(=O)C=C2C=C(C3CC3)N(CCCOC(C)C)C=C2C1=O (configuration not stated)	-4.8	.	0.4	-7.0	5.2	-10.6	0.0%	-1.0	-3.0
30	O=C(CCl)c1ccc2c(c1)CCN2C(=O)C1CCCCC1	-4.3	-29.4	0.8	5.2	0.3	8.9	2.0%	14.9	5.9

(further entries)
nr	smiles	D1 PAM	RXFP1 antagonist	D2 agonist	D2 antag	D1 agonist	D1 antag	RXFP1 ag	TRHR PAM	D2 PAM
31	CCOC(=O)c1ccc(NC(=O)Cn2nnc(-c3ccc(C(F)(F)F)cc3)n2)cc1	-2.2	.	0.3	.	1.2	18.2	0.5%	44.0*	-3.6
32	O=C(CSc1ncccn1)NCc1cccs1	-1.1	-31.4	0.8	17.4	4.0	-4.1	0.1%	-6.1	-7.8
33	Cc1ccccc1NC(=O)c1sc2nc3c(c(-c4ccco4)c2c1N)CCC3	-2.5	-25.3	-1.6	-5.5	3.6	6.5	6.0%	-10.4	9.0
34	O=C(CN1CCN(c2ccccc2)CC1)Nc1cccc([N+](=O)[O-])c1	-5.6	21.9	1.5	-3.7	2.0	0.3	-1.3%	-3.3	-2.7
35	CC(C)CC(NC(=O)OC(C)(C)C)c1cn([C@@H](Cc2cc3ccccc3[nH]2)C(=O)N2CCN(C(=O)OC(C)(C)C)CC2)nn1 (some centres not stated)	-1.6	.	0.4	12.5	3.7	35.9	-0.2%	-4.1	-0.9
36	CCOc1ccccc1N(CC(=O)N1CCCCCC1)S(=O)(=O)c1ccc(C)cc1	6.4	-1.8	0.3	2.7	0.1	7.2	-2.2%	1.8	7.8
37	Cc1nc(-c2cccc(S(=O)(=O)N3CCCCC3)c2)cs1	6.2	-11.8	-1.9	-6.3	20.3	3.1	3.1%	-6.9	-12.7
38	CCOc1ccc(NC(=O)C2CCN(S(=O)(=O)c3c(C)noc3C)CC2)cc1	-2.0	16.1	0.9	-4.3	-1.9	-15.0	-2.3%	4.8	9.6
39	CSc1nnnn1-c1c(C)cccc1C	-10.7	5.0	0.1	-15.4	1.7	-6.9	-1.7%	-2.6	5.7
40	CC(C)(C)c1[nH]nc2c1C(c1ccncc1)C(C#N)=C(N)O2 (configuration not stated)	3.2	20.6	0.1	25.5	2.7	19.3	1.4%	3.8	-5.2

Rewritten with each value named: part of the list above
33) Cc1ccccc1NC(=O)c1sc2nc3c(c(-c4ccco4)c2c1N)CCC3
  D1 PAM: -2.5
  RXFP1 antagonist: -25.3
  D2 agonist: -1.6
  D2 antag: -5.5
  D1 agonist: 3.6
  D1 antag: 6.5
  RXFP1 ag: 6.0%
  TRHR PAM: -10.4
  D2 PAM: 9.0

34) O=C(CN1CCN(c2ccccc2)CC1)Nc1cccc([N+](=O)[O-])c1
  D1 PAM: -5.6
  RXFP1 antagonist: 21.9
  D2 agonist: 1.5
  D2 antag: -3.7
  D1 agonist: 2.0
  D1 antag: 0.3
  RXFP1 ag: -1.3%
  TRHR PAM: -3.3
  D2 PAM: -2.7

35) CC(C)CC(NC(=O)OC(C)(C)C)c1cn([C@@H](Cc2cc3ccccc3[nH]2)C(=O)N2CCN(C(=O)OC(C)(C)C)CC2)nn1 (some centres not stated)
  D1 PAM: -1.6
  RXFP1 antagonist: .
  D2 agonist: 0.4
  D2 antag: 12.5
  D1 agonist: 3.7
  D1 antag: 35.9
  RXFP1 ag: -0.2%
  TRHR PAM: -4.1
  D2 PAM: -0.9

Next part:
nr	smiles	D1 PAM	RXFP1 antagonist	D2 agonist	D2 antag	D1 agonist	D1 antag	RXFP1 ag	TRHR PAM	D2 PAM
41	CCOC(=O)N1CCN(CCC(=O)Nc2ccc(Br)cc2)CC1	-5.6	2.0	-0.6	12.7	4.8	-12.9	2.9%	4.4	20.8
42	COc1ccc(NC(=O)C2CCN(C(=O)c3ccc(OC)cc3)CC2)cc1	1.2	0.9	-0.1	-0.8	4.7	-5.5	-2.1%	1.6	0.5
43	CC(C)(C)NC(=O)CN(Cc1ccc2c(c1)OCO2)C(=O)CNC(=O)c1cccs1	-3.6	.	0.4	-6.7	3.1	1.7	0.4%	-0.3	-2.5
44	O=C(NCCO)c1cccc(S(=O)(=O)N2CCCCC2)c1	7.2	0.5	1.0	3.1	1.8	-4.1	1.5%	19.3	-14.5
45	CN(CC(=O)Nc1cccc(F)c1)C(=O)C1CC(=O)N(Cc2ccco2)C1 (configuration not stated)	13.7	3.8	-0.4	-14.5	3.2	1.1	1.8%	2.6	-8.5
46	COc1ccc(N(CC(=O)Nc2cc(C)ccc2C)S(=O)(=O)c2c(C)nn(C)c2C)cc1	-1.9	2.9	0.1	-8.9	1.2	4.9	1.4%	4.0	11.0
